Source: PubChem
M. tuberculosis: growth inhibition of non-replicating M. tuberculosis (AID 488890); Mycobacterium tuberculosis non-replicating, growth inhibition; higher % means a stronger effect; 320,000 tested, 0.39% active; one-dose inhibition, % at 25 µM; IC50 in µM for titrated hits; in the data active means a potency from the dose series; inconclusive means inhibition mostly from about 82% at the one dose, without a potency; inactive means the rest, 99 in 100 with inhibition below about 76%;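 further: plate controls were DMSO cells for no effect and high antibiotic wells for full effect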
VEEV TC-83 Vero: inhibitors of VEEV TC-83 cytopathic effect, confirmation, Vero cells (AID 588727) | Vero cells, VEEV TC-83 cytopathic effect inhibition; higher % means a stronger effect | one-dose inhibition, % at 20 µM; IC50 in µM for titrated hits | 350,000 tested, 0.13% active; in the data active means a potency from the dose series; inconclusive means inhibition mostly from about 14% at the one dose, without a potency; inactive means the rest, 99 in 100 with inhibition below about 12%; further: strong numbers were not always called active
M. tuberculosis HTS: M. tuberculosis growth inhibition, HTS (AID 449762); M. tuberculosis H37Rv growth inhibition, 7H9 media; higher % means a stronger effect; one-dose inhibition, % at 25 µM; IC50 in µM for titrated hits; 330,000 tested, 0.59% active; in the data active means a potency from the dose series; inconclusive means inhibition above about 70% without an active follow-up result;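 further: bacterial growth assessed after seven days of incubation; strong numbers were not always called active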
H1N1 NS1A inhibition: H1N1 influenza NS1A inhibitors, functional cell based assay (AID 504329) | NS1A functional cell-based assay, percent inhibition; higher % means a stronger effect | inhibition, % at 12.5 µM, or IC50 in µM where a hit was titrated | 340,000 tested, 0.3% active; in the data active means a potency from the dose series; inconclusive means inhibition above about 27% without an active follow-up result; further: strong numbers were not always called active
PhoP GFP inhibition: PhoP regulon inhibitors, Salmonella typhi PhoP promoter GFP reporter, confirmatory (AID 1850). 310,000 tested, 0.33% active. inhibition, % at 50 µM; hits with a dose series show IC50 in µM. Salmonella Typhi PhoP-promoter GFP reporter, fluorescence, 4 h; higher % means a stronger effect; in the data active means a potency from the dose series; inconclusive means inhibition mostly from about 25% at the one dose, without a potency; inactive means the rest, 99 in 100 with inhibition below about 19%;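 further: 0% = induced wells with vehicle and 100% = uninduced wells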
VEEV TC-83 Vero 10K pilot screen: further read-out of VEEV TC-83 Vero, marked with its call; inhibition, %; measured here: 10K pilot screen inhibition
Starred values were filed as active, the others as inactive; i = inactive; u = inconclusive; x = no result given.

SMILES	M. tuberculosis	VEEV TC-83 Vero	M. tuberculosis HTS	H1N1 NS1A inhibition	PhoP GFP inhibition	others
O=C(CN(CCN1CCOCC1)C(=O)Cn1nnc(-c2ccc(F)cc2)n1)NC1CCCCC1	15%	i	-1%	-9%	-1%
Cc1nc2nc(C)c(NS(=O)(=O)c3ccc4c(c3)CCCC4)c(=O)n2[nH]1	8%	1.1%	-6%	4%	3%
CCOC(=O)c1[nH]c2ccc(OC)cc2c1NS(=O)(=O)c1ccc(OC)cc1OC	20%	5.9%	0%	-6%	-4%	VEEV TC-83 Vero 10K pilot screen=1.9
CCOc1ccc(S(=O)(=O)Nc2cc(Sc3ncn[nH]3)c3oc(=O)sc3c2)cc1	-22%	x	-1%	x	11%
O=C(COC(=O)c1ccccc1NC(=O)c1ccccc1)c1cccc([N+](=O)[O-])c1	62%	1.4%	-2%	0%	-9%
CC(Sc1nnc(-c2ccccc2)c(-c2ccccc2)n1)C(=O)NCC1CCCO1 (stereo unspecified)	17%	i	3%	-5%	x
O=C1NC(=O)/C(=C/c2ccc(-c3cc(C(=O)O)ccc3Cl)o2)S1	16%	i	2%	14%	-7%
O=C(NCCCN1CCCC1)c1ccc2c(c1)N(Cc1ccc(F)cc1)C(=O)c1ccccc1S2=O (stereo unspecified)	42%	0.4%	0%	-2%	-16%
CCOC(=O)C(C(=O)NCCCN1CCOCC1)C1CCCCC1 (stereo unspecified)	-3%	0.2%	2%	0%	-1%
Oc1ccc(Cl)cc1C1=NNC(c2ccc(Cl)cc2)C1 (stereo unspecified)	u	u	u	22%	4%
Cc1ccc(S(=O)(=O)NC(=NC2CCCCC2)c2ccccc2)cc1	5%	i	-6%	-3%	5%
Cc1ccc(S(=O)(=O)N2[C@@H](c3ccc(Cl)c(Cl)c3)C(C(=O)O)=C[C@H]2CC2CCCC2)cc1	68%	0.3%	-4%	-13%	x
CN(C1CCCCC1)S(=O)(=O)c1cccc(C(=O)OCC(=O)NC2CCCc3ccccc32)c1 (stereo unspecified)	13%	i	19%	-1%	-6%
COc1cc2c(cc1OC)C(C(=O)Nc1ccc3c(c1)OCCO3)C(c1cccnc1)N(C)C2=O (stereo unspecified)	-12%	2.2%	-12%	13%	9%
O=C(Nc1ccc(Cl)cn1)C1C(c2ccccc2)C1(Cl)Cl (stereo unspecified)	30%	4.6%	54%	-8%	-2%
CCC(Oc1ccccc1F)C(=O)Nc1ccc2c(c1)n(C)c(=O)n2C (stereo unspecified)	8%	0.7%	-3%	-4%	3%
COc1cc(/C=N/NC(=O)CSc2ccccn2)ccc1OC(C)C	8%	0.1%	8%	x	-8%
COC(=O)CCCNC(=O)c1ccc(OC2CCN(CCc3ccccc3)CC2)cc1	0%	1.2%	-1%	-6%	7%
O=C(N/N=C/c1ccc(OC(=O)c2cccs2)cc1)c1ccccn1	2.9µM*	2.0%	u	-11%	-7%
Cc1ccc(NC(=O)N2CCCCCC2)c(C)c1	-17%	2.3%	4%	-6%	-7%
Cc1ccccc1CCNCc1cc2cccc(C)c2[nH]c1=O	3%	4.3%	1%	-23%	-6%
CCOC(=O)N1CCN(Cc2cc(=O)oc3ccc(Cl)cc23)CC1	11%	1.2%	-3%	-8%	5%
CC(C)(O)C#Cc1ccc(C(=O)N2CCN(c3ccc([N+](=O)[O-])cc3)CC2)cc1	35%	0.2%	8%	-11%	-4%
c1coc(CNc2nc3ccccc3s2)c1	-3%	i	-2%	-6%	-5%
CC(C)NC(=S)N1CCCN(c2ncccc2[N+](=O)[O-])CC1	-8%	i	-2%	-7%	-1%
CCOc1ccccc1C(=O)Nc1ccsc1C(=O)OC	70%	i	62%	-11%	-2%
CCCc1ccc(C(=O)COC(=O)CN2C(=O)NC3(CCCCC3C)C2=O)cc1 (stereo unspecified)	23%	1.0%	-7%	6%	x
C=CCn1c(C)cc(C(=O)CSc2nnc(NC(C)C)s2)c1C	22%	4.7%	1%	-12%	1%
N#Cc1ccc(OCc2nnc3n2CCCCC3)cc1	8%	3.6%	-5%	8%	6%
CCOc1ccc2nc(Cl)c(CN(C(=O)c3cnccn3)C3CCCC3)cc2c1	-3%	5.6%	-4%	-1%	-2%
COc1ccc2sc(NC(C)=O)nc2c1	11%	5.5%	10%	-1%	-15%
S=C(NCC1(c2ccccc2)CCCC1)Nc1ccccc1	u	0.2%	2%	-2%	1%
O=C(CSc1cccc(C(F)(F)F)c1)NC(=O)NCc1ccco1	54%	i	1%	-1%	6%
O=C1/C(=C\c2ccc([N+](=O)[O-])cc2)N2CCC1CC2	22%	0.3%	-1%	9%	3%
O=C(Nc1ccc(NC(=O)c2ccccc2Cl)nc1)c1ccncc1	24%	1.3%	0%	-6%	-1%
COC(=O)c1cc(S(=O)(=O)NCC2CCN(CCc3ccc(OC)cc3)CC2)c[nH]1	19%	0.7%	9%	-9%	2%
O=C(O)c1ccc(CNC(=O)c2ccc(Br)o2)cc1	x	1.4%	-6%	-1%	-5%
Cc1cc(F)ccc1S(=O)(=O)N1CCCOC1CNC(=O)C(=O)NCc1cccnc1 (stereo unspecified)	-3%	0.5%	-14%	-5%	-6%
COc1ccc(/C=N/N2CCN(C3c4ccccc4-c4ccccc43)CC2)cc1O	15%	6.1%	-9%	3%	3%
O=C(CCN1CCOCC1)c1ccccc1	76%	i	u	4%	21%
Cc1cc(=O)[nH]c(SCc2cc(Cl)ccc2OC(F)F)n1	0%	1.4%	-1%	19%	5%
Cn1c(N)c(C(=O)c2cc(-c3ccccn3)nc3ccccc23)c(=O)[nH]c1=O	x	4.2%	x	12%	x
COc1ccc(C(C)=O)cc1CSc1ccc2c(c1)OCCO2	20%	3.9%	-5%	-1%	3%
O=c1[nH]c(C2CCN(S(=O)(=O)Cc3ccccc3)CC2)nc2c1nnn2Cc1cccc(Cl)c1	41%	4.3%	-8%	7%	-8%
COc1ccccc1OC(C)C(=O)N(Cc1ccco1)C1CCS(=O)(=O)C1 (stereo unspecified)	-10%	0.1%	3%	-4%	-2%	VEEV TC-83 Vero 10K pilot screen=0.2
Cc1ccsc1C(=O)OCC(=O)NC1CC1	5%	i	9%	1%	x
O=C(COC(=O)c1cc(Br)ccc1O)NNC(=O)c1cccs1	44%	2.5%	-7%	-5%	x
Cc1cc(=O)[nH]c(SCC(=O)NNC(=O)Cc2ccccc2)n1	13%	0.1%	8%	3%	10%
Cc1c2cnn(CC(=O)N3CCC4(CC3)OCCO4)c(=O)c2c(C)n1Cc1ccc(F)cc1	2%	i	1%	7%	7%
CCN(Cc1ccccc1)Cc1ccc(OCc2ccccc2)cc1	75%	1.5%	9%	-1%	-2%
CN(C)Cc1n[nH]c(=O)c2ccccc12	-20%	1.3%	1%	4%	-5%
O=C(O)c1ccccc1N=Nc1c(O)[nH]c(=O)[nH]c1=O	6%	i	5%	-10%	-5%
CCOC(=O)C1CCCN(c2c(NCCCN(C)c3ccccc3)c(=O)c2=O)C1 (stereo unspecified)	8%	0.7%	-3%	4%	-3%
COc1ccc(C(=O)N/C(=C\c2cn(S(=O)(=O)N(C)C)c3ccccc23)C(=O)NCCN2CCOCC2)cc1	24%	1.4%	2%	-11%	-3%
COCc1nnc(NC(=O)CSc2ccccc2)s1	30%	2.6%	-22%	-1%	6%
CCOC(=O)c1cc2c(c(-c3ccccc3)n1)[C@H](CCO)N(S(=O)(=O)C(C)(C)C)C2	x	i	x	-12%	x
Cc1ccc2nc(SCC(=O)Nc3ccc4c(c3)CCC4)[nH]c2c1	62%	i	91%	2%	0%
Cc1nc2ccccn2c1/C(O)=C1\C(=O)C(=O)N(CCN2CCOCC2)C1c1cccnc1 (stereo unspecified)	-16%	i	2%	-14%	25%
CC1(C)NC(=O)N(CC(=O)N2CCC(Cc3ccccc3)CC2)C1=O	-9%	0.8%	-21%	-3%	-8%
Cc1ccc(Cn2nc(C(=O)Nc3ccc(Br)cc3)cc2C)cc1	-5%	0.5%	5%	-2%	1%

A run of entries from further up:
SMILES	M. tuberculosis	VEEV TC-83 Vero	M. tuberculosis HTS	H1N1 NS1A inhibition	PhoP GFP inhibition	others
COc1ccccc1OC(C)C(=O)N(Cc1ccco1)C1CCS(=O)(=O)C1 (stereo unspecified)	-10%	0.1%	3%	-4%	-2%	VEEV TC-83 Vero 10K pilot screen=0.2
Cc1ccsc1C(=O)OCC(=O)NC1CC1	5%	i	9%	1%	x
O=C(COC(=O)c1cc(Br)ccc1O)NNC(=O)c1cccs1	44%	2.5%	-7%	-5%	x
Cc1cc(=O)[nH]c(SCC(=O)NNC(=O)Cc2ccccc2)n1	13%	0.1%	8%	3%	10%
Cc1c2cnn(CC(=O)N3CCC4(CC3)OCCO4)c(=O)c2c(C)n1Cc1ccc(F)cc1	2%	i	1%	7%	7%
CCN(Cc1ccccc1)Cc1ccc(OCc2ccccc2)cc1	75%	1.5%	9%	-1%	-2%
CN(C)Cc1n[nH]c(=O)c2ccccc12	-20%	1.3%	1%	4%	-5%
O=C(O)c1ccccc1N=Nc1c(O)[nH]c(=O)[nH]c1=O	6%	i	5%	-10%	-5%
CCOC(=O)C1CCCN(c2c(NCCCN(C)c3ccccc3)c(=O)c2=O)C1 (stereo unspecified)	8%	0.7%	-3%	4%	-3%
COc1ccc(C(=O)N/C(=C\c2cn(S(=O)(=O)N(C)C)c3ccccc23)C(=O)NCCN2CCOCC2)cc1	24%	1.4%	2%	-11%	-3%
COCc1nnc(NC(=O)CSc2ccccc2)s1	30%	2.6%	-22%	-1%	6%
CCOC(=O)c1cc2c(c(-c3ccccc3)n1)[C@H](CCO)N(S(=O)(=O)C(C)(C)C)C2	x	i	x	-12%	x
Cc1ccc2nc(SCC(=O)Nc3ccc4c(c3)CCC4)[nH]c2c1	62%	i	91%	2%	0%

Quoted at random: two compounds from above.
SMILES	M. tuberculosis	VEEV TC-83 Vero	M. tuberculosis HTS	H1N1 NS1A inhibition	PhoP GFP inhibition	others
CCOC(=O)C1CCCN(c2c(NCCCN(C)c3ccccc3)c(=O)c2=O)C1 (stereo unspecified)	8%	0.7%	-3%	4%	-3%
CCOC(=O)c1cc2c(c(-c3ccccc3)n1)[C@H](CCO)N(S(=O)(=O)C(C)(C)C)C2	x	i	x	-12%	x

Continuation:
SMILES	M. tuberculosis	VEEV TC-83 Vero	M. tuberculosis HTS	H1N1 NS1A inhibition	PhoP GFP inhibition	others
Cc1cc(C)c(CN2CCN(C(=O)Cn3cnc4c(OCc5ccccc5)ncnc43)CC2)c(C)c1	38%	i	u	1%	x
N#Cc1cccc(NC(=O)CN2NS(=O)(=O)c3ccccc3C2=O)c1	9%	1.9%	3%	10%	5%
CC(C)[C@H](NC(=O)c1ccco1)C(=O)OCC(=O)Nc1ccc(F)cc1	4%	0.9%	3%	8%	4%
CC(Oc1cccc(F)c1)C(=O)Nc1ccc(N2CCOCC2)cc1 (stereo unspecified)	-11%	3.0%	-10%	-8%	x
O=C1CCCN1c1ccc(S(=O)(=O)O)cc1 (tested in a mixture with another compound)	8%	0.1%	-3%	-1%	-8%
CC(C)n1c(SCC(=O)N2c3ccccc3Sc3ccccc32)nc2c1c(=O)n(C)c(=O)n2C	x	9.3%	x	2%	x
COc1ccc(C/C(C)=N/Nc2nc(C)cc(=O)[nH]2)cc1	1%	0.7%	-7%	13%	1%
Cc1nn(-c2ccccc2)c(C)c1NC(=O)COC(=O)c1ccc(O)cc1O	-8%	10%	0%	-2%	-5%
COc1ccccc1CC(=O)Nc1ccc([N+](=O)[O-])cc1OC	14%	0.8%	-2%	-5%	1%
CC(C)=CC/C=C1\CCC(C(=O)O)C(C(=O)O)C1 (stereo unspecified)	4%	1.2%	-6%	5%	11%
CC(=O)c1cccc(N(C(=O)CNC(=O)c2ccco2)C(C(=O)NC2CCCC2)c2ccc(C)o2)c1 (stereo unspecified)	4%	1.2%	-1%	6%	-10%
CN(CC(=O)Nc1cccc(C#N)c1)Cc1ccc(Cl)cc1	41%	0.3%	-3%	4%	-9%
COc1ccc(NC(=O)Nc2cccc3c2O[C@H](CN(C)Cc2ccc(-c4ccccc4)cc2)[C@@H](C)CN([C@H](C)CO)C3=O)cc1	4%	i	13%	-1%	x
CCOCCSC1=C(C#N)C(c2cccs2)C(C(C)=O)=C(C)N1 (stereo unspecified)	0%	3.2%	-3%	11%	5%
O=C(Cc1ccc(Cl)cc1)OCC(=O)c1ccc[nH]1	5.6µM*	8.3%	2%	-12%	x
COc1ccc(C(CNC(=O)c2ccc(-c3ccccc3Cl)o2)N2CCOCC2)cc1 (stereo unspecified)	6%	5.6%	10%	-2%	3%
